FUS suppressor: qHTS for Suppressors of FUS Proteinopathy: Primary screen using FUS-linked yeast assay; 390,000 tested, 0.24% active; Potency, µM (highest dose often 76.6 µM), without a hit: top-dose growth rescue (activation), most hits filed as activators; AID 1347120, 2019; S. cerevisiae FUS-expressing, growth rescue, OD600, 24 h;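 note: plate controls were DMSO vehicle for no effect and reference control for full effect; nearly all actives have a fitted effect of over 55% in size; some results filed as inactive show a strong effect at the top dose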
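Quantitative HTS measuring growth restoration of FUS-toxic yeast. Galactose-induced cells (OD 0.005) were exposed 24hr at 30C to compounds at several concentrations, then absorbance at 600 nm was recorded.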
EPAC1 antagonist: qHTS for Antagonist of cAMP-regulated guanine nucleotide exchange factor 3 (EPAC1): primary screen; Rap guanine nucleotide exchange factor 3 (Homo sapiens), O95398; EPAC1 GEF assay, Rap1b-BODIPY-GDP exchange fluorescence; Potency, µM (series often up to 115 µM), without a hit: at the top dose activity change, negative = inhibition, usual class: inhibitors; 360,000 tested, 0.14% active; AID 720709, 2013;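 note: plate controls were vehicle for no effect and positive control for full effect; nearly all actives have a fitted effect of over 50% in size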
Target sequence (O95398 whole entry, looked up): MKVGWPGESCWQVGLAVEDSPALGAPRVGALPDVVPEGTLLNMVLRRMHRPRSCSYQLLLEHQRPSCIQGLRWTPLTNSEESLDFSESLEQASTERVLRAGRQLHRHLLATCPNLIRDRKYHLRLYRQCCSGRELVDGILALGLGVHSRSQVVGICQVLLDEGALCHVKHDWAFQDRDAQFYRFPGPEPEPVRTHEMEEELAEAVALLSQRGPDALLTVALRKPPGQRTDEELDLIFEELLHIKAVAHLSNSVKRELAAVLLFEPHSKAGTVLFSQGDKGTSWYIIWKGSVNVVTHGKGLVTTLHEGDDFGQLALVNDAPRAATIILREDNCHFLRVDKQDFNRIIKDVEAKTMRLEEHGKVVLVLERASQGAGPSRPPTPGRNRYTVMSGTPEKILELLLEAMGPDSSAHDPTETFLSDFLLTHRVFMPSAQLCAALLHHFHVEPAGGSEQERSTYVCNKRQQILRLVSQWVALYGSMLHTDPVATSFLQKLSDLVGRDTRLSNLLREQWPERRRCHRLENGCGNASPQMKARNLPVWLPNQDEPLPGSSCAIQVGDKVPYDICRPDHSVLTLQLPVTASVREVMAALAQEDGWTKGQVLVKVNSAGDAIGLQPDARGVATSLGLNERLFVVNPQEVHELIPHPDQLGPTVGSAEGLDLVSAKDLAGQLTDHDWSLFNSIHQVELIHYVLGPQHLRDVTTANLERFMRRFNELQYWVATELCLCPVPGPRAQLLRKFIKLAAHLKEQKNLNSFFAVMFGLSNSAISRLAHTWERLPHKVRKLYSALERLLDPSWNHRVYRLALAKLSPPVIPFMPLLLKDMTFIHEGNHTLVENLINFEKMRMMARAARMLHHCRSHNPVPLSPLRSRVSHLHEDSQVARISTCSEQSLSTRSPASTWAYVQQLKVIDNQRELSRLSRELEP
TDP-43 yeast inh: qHTS of TDP-43 Inhibitors; TDP-43 expressing yeast growth rescue, BacTiter-Glo, 24 h; Potency, µM (highest dose often 46.1 µM), for inactives: at the top dose growth rescue (activation), hits mostly activators; 410,000 tested, 1.8% active; note: % of control where 0% means no effect; nearly all actives have a fitted effect of over 50% in size
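Yeast expressing TDP-43 (pregrown in raffinose, seeded at OD600=0.02 in galactose medium) exposed to compounds 24 hr at 30 deg C. Growth read by BacTiter-Glo luminescence; rescue of toxicity appears as increased signal.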
EPAC1 ag: qHTS for Agonist of cAMP-regulated guanine nucleotide exchange factor 3 (EPAC1): primary screen; Rap guanine nucleotide exchange factor 3 (Homo sapiens), O95398; EPAC1 agonist qHTS, biochemical assay; response scale: 100% = response to 6.5 mM cAMP; Potency, µM (top dose mostly 154 µM), inactives show at the highest dose activation, usual class: activators; 360,000 tested, 0.073% active; AID 720707, 2013; note: nearly all actives have a fitted effect of over 60% in size
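Nucleotide exchange assay: 100 nM EPAC1 with 250 nM Rap1B loaded with BODIPY-GDP and 50 uM GDP, room temperature. Fluorescence (480/540 nm) read every 5 min for 30 min; signal change normalized to 6.5 mM cAMP as full agonist.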
aSyn yeast inh: qHTS of alpha-syn Inhibitors | Yeast expressing alpha-synuclein, growth rescue, BacTiter-Glo, 24 h | Potency, µM (titrated, usually from 46.1 µM), without a hit: at the top dose growth rescue (activation), actives largely listed as activators | 370,000 tested, 0.14% active; note: % of control where 0% means no effect; nearly all actives have a fitted effect of over 65% in size
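Readout is rescue of growth in alpha-synuclein-expressing yeast, so inhibitors of toxicity appear as activators. Growth after 24 hr at 30 deg C in galactose medium is quantified by luminescence.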
EPAC2 agonist: qHTS for Agonist of cAMP-regulated guanine nucleotide exchange factor 4 (EPAC2): primary screen; Rap guanine nucleotide exchange factor 4 (Homo sapiens), Q8WZA2; EPAC2 activation, biochemical qHTS; response scale: 100% = 6.5 mM cAMP response; Potency, µM (series often up to 154 µM), inactives show top-dose activation, most hits filed as activators; 360,000 tested, 0.079% active; AID 720711, 2013; note: nearly all actives have a fitted effect of over 50% in size
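Compounds were titrated in qHTS against a Rap1B-BODIPY-GDP (250 nM) complex with EPAC2 (100 nM) and GDP (50 uM). BODIPY-GDP release tracked at 480/540 nm over 30 min at room temperature, normalized to 6.5 mM cAMP.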
PTHR1 agonist: qHTS for PTHR1 Agonists: Primary Screen; Potency, µM (top dose mostly 115 µM), for inactives: at the top dose activation, most hits filed as activators; 410,000 tested, 0.075% active; Parathyroid hormone/parathyroid hormone-related peptide receptor (Homo sapiens), Q03431; HEK293 GP2 PTHR1 cells, GloSensor cAMP luminescence, 1 h; note: nearly all actives have a fitted effect of over 55% in size; some results filed as inactive show a strong effect at the top dose; inactives centre near -15; many of its hits are not listed in these tables
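HEK-293-derived GP2 cells expressing PTHR1 and a GloSensor cAMP reporter, 3,000/well, plated overnight, given luciferin plus IBMX (each 0.5 mM as added) for 1 h at 37 °C, then compound for 1 h at 37 °C. Luminescence was read after 15 min at room temperature.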
EPAC2 antag: qHTS for Antagonist of cAMP-regulated guanine nucleotide exchange factor 2 (EPAC2): primary screen | EPAC2 GEF exchange of Rap1B-BODIPY-GDP, fluorescence | Potency, µM (highest dose often 114 µM), for the others: at the top dose activity, negative = inhibition, most hits filed as inhibitors | Rap guanine nucleotide exchange factor 4 (Homo sapiens), Q8WZA2 | 360,000 tested, 0.18% active; note: % is set by controls: 0 for no effect and ±100 for the full control effect; nearly all actives have a fitted effect of over 45% in size; many of its hits are not listed in these tables
* = called active by the depositor; i = inactive; ? = inconclusive; nt = no result given; [ ] = dose if it differs, or a comment. Calls come from the whole dose curve; as a rule, active = well fitted curve in the direction sought with a large enough effect; inconclusive = small, poorly fitted or top-dose-only effect, or another doubt; inactive = no such curve, though single readings can be large; an effect the other way counts as inactive or inconclusive. Potency is the fitted concentration of half-maximal effect. Some of the compounds tested; the hit share may differ from the screen's.

SMILES	FUS suppressor	EPAC1 antagonist	TDP-43 yeast inh	EPAC1 ag	aSyn yeast inh	EPAC2 agonist	PTHR1 agonist	EPAC2 antag
COc1ccc(NC(=O)N2CCN(C(=O)Nc3ccc(OC)cc3)CC2)cc1	11.9%	21.3%	-10.3%	-2.5%	-0.1%	1.6%	-15.5%	4.7%
COC(=O)[C@]12C(=O)C(C)=C(O)[C@@]1(C)C(C)=CC1[C@@]34CC[C@@H](OC(C)=O)C(C)(C)C3C(C[C@]12C)OC4=O (stereo partly drawn)	-24.8%	-5.9%	-3.4%	8.8%	0.0%	3.0%	-18.2%	0.4%
Cc1ccccc1OCC(O)Cn1nnc2ccccc21 (stereo not drawn)	5.0%	16.3%	28.3%	-2.1%	0.1%	-5.3%	-21.3%	3.6%
CC(C)c1ccc(Oc2cccc3c2S(=O)(=O)N(C2CCCC2)CC(COCc2ccccc2)O3)cc1 (stereo not drawn)	16.6%	-13.3%	-3.5%	-13.5%	-6.7%	7.5%	-46.1%	3.9%
C=CC[C@]12C=C(OC)C(=O)C=C1O[C@@H](c1ccc3c(c1)OCO3)[C@H]2C	-10.9%	2.9%	0.0%	-23.3%	5.2%	-0.8%	-12.0%	14.3%
Cc1ccccc1S(=O)(=O)NC(=O)C1(C)CCN1C(=O)C1(c2ccc(Cl)cc2)CC1 (stereo not drawn)	17.3%	-5.7%	28.2µM*	-7.0%	3.6%	3.9%	i	?
Cc1nc(C)c(-c2ccccc2)c(=O)[nH]1	-24.1%	-0.6%	0.1%	6.0%	0.5%	4.5%	-5.4%	13.5%
Cc1c(CN(C)C(=O)/C=C/c2ccc([N+](=O)[O-])cc2)cnn1C	nt	-2.8%	-14.1%	-6.1%	0.7%	7.2%	i	16.0%
CN(C)CCCN1C(=O)c2oc3ccccc3c(=O)c2C1c1cccs1 (stereo not drawn)	42.4%	-0.7%	-28.1%	-2.1%	-0.2%	-1.8%	i	9.0%
Fc1ccc(N2CCN(c3ncnc4c3nnn4Cc3ccccc3Cl)CC2)cc1	3.9%	3.8%	-2.4%	-1.9%	-8.3%	-0.3%	-23.9%[57.5 µM]	2.0%
COc1ccc2[nH]cc(CCNC(=S)NC3CCCC3)c2c1	4.9%	-6.2%	28.7%	6.3%	0.7%	5.0%	i	-13.5%
O=C(COC(=O)c1cc(S(=O)(=O)N2CCOCC2)ccc1Cl)NC1CCCCC1	5.3%	1.6%	15.3%	-7.3%	16.1%	-1.5%	-11.0%	3.2%
COc1ccccc1NS(=O)(=O)c1cc2c(cc1C)NC(=O)CO2	-16.1%	9.0%	12.5%	-5.5%	8.4%	7.6%	i	19.5%
CCOc1ccc(C2C(C#N)=C(N)Oc3nc[nH]c(=O)c32)cc1OC (stereo not drawn)	21.9%	10.0%	-6.8%	8.2%	-2.8%	-2.6%	i	-6.7%
Cc1cc(C)n2nc(SCC(=O)Nc3c(C)n(C)n(-c4ccccc4)c3=O)nc2n1	-7.3%	4.8%	15.5%	-5.6%	-7.0%	2.9%	i	7.6%
CC(C)(C)c1ccc2c(c1)OCC(C(=O)O)O2 (stereo not drawn)	20.5%	4.5%	-9.2%	0.0%	7.3%	-7.9%	i	2.7%
C[C@@H]1CN([C@@H](C)CO)C(=O)c2cc(NC(=O)c3ccccc3)ccc2O[C@@H](C)CCCCO[C@@H]1CN(C)S(=O)(=O)c1ccc(F)cc1	?	-1.4%	0.0%	1.5%	0.0%	2.1%	i	-10.1%
O=C(CSc1ccc(-c2ccccn2)nn1)Nc1ccccc1	15.9%	-16.5%	28.2µM*	13.0%	17.4%	7.3%	-33.3%[inhibitor]	-3.9%
COc1ccc(CCN(Cc2ccc(C(C)C)cc2)S(=O)(=O)c2ccc(S(=O)(=O)N(C)C)cc2)cc1OC	-8.3%	-7.9%	4.7%	3.4%	-0.5%	1.1%	-10.3%	4.5%
CCCCCCN1CC(O)=C(c2nc3ccccc3[nH]2)C1=N	-6.3%	8.4%	3.3%	4.4%	2.1%	5.9%	-13.7%[57.5 µM]	5.3%
Cc1cc(=O)[nH]c(SCC(=O)NCC2CCCO2)n1 (stereo not drawn)	-10.2%	14.8%	-7.3%	-14.1%	0.9%	5.4%	i	13.2%
COc1ccc(N2CCN(C(=O)[C@H](C)N3C(=O)C4CC=CCC4C3=O)CC2)cc1 (stereo partly drawn)	8.0%	6.3%	0.6%	4.2%	2.2%	-13.4%	-9.9%	-3.3%
CC(NC(=O)CSc1ccccc1C(=O)O)C1CC2CCC1C2 (stereo not drawn)	-31.4%	-0.6%	7.7%	11.3%	-0.1%	7.6%	i	9.2%
Cc1cc(C(=O)N2CCc3c([nH]c4ccccc34)C2c2c(F)cccc2Cl)no1 (stereo not drawn)	-25.0%	-2.2%	-5.2%	17.4%	-2.1%	15.6%	i	-6.6%
c1ccc(-c2nc3nc4ccccc4nc3n2CC2CCCO2)cc1 (stereo not drawn)	22.1%	-6.7%	22.3%	1.3%	2.0%	6.3%	-3.5%	7.2%

An excerpt of these results, in CSV form:
SMILES,FUS suppressor,EPAC1 antagonist,TDP-43 yeast inh,EPAC1 ag,aSyn yeast inh,EPAC2 agonist,PTHR1 agonist,EPAC2 antag
COc1ccc(NC(=O)N2CCN(C(=O)Nc3ccc(OC)cc3)CC2)cc1,11.9%,21.3%,-10.3%,-2.5%,-0.1%,1.6%,-15.5%,4.7%
COC(=O)[C@]12C(=O)C(C)=C(O)[C@@]1(C)C(C)=CC1[C@@]34CC[C@@H](OC(C)=O)C(C)(C)C3C(C[C@]12C)OC4=O (stereo partly drawn),-24.8%,-5.9%,-3.4%,8.8%,0.0%,3.0%,-18.2%,0.4%
Cc1ccccc1OCC(O)Cn1nnc2ccccc21 (stereo not drawn),5.0%,16.3%,28.3%,-2.1%,0.1%,-5.3%,-21.3%,3.6%
CC(C)c1ccc(Oc2cccc3c2S(=O)(=O)N(C2CCCC2)CC(COCc2ccccc2)O3)cc1 (stereo not drawn),16.6%,-13.3%,-3.5%,-13.5%,-6.7%,7.5%,-46.1%,3.9%

Continuation:
SMILES	FUS suppressor	EPAC1 antagonist	TDP-43 yeast inh	EPAC1 ag	aSyn yeast inh	EPAC2 agonist	PTHR1 agonist	EPAC2 antag
CC1(C)C(=O)Nc2ccccc2N1C(=O)COC(=O)C12CC3CC(CC(O)(C3)C1)C2	21.7%	-3.7%	5.6%	-11.0%	-0.2%	11.0%	-10.1%[57.5 µM]	-0.9%
O=C(CN1c2cccc3cccc(c23)S1(=O)=O)Nc1ccccc1Br	8.2%	-9.3%	5.8%	3.5%	14.1%	5.0%	-4.7%	?
CN1CCN(Cc2c(O)ccc3c(=O)c(Oc4ccccc4Cl)c(C(F)(F)F)oc23)CC1	-7.4%	-29.1%	-8.5%	-6.4%	-2.8%	-4.3%	-4.3%	-7.2%
COc1ccc(OC2C(=O)N(c3ccc(C)c(C)c3)C2c2ccc(OC)c(OC)c2)cc1 (stereo not drawn)	24.2%	-3.4%	-17.4%	10.4%	-5.5%	3.9%	-7.4%	-16.8%
CCCC(=O)Nc1nnc(/C=C/c2ccc(OC)cc2)s1	27.3%	-10.1%	-14.2%	-14.4%	-4.3%	-1.9%	-12.1%	0.3%
NC(=O)c1c(NC(=O)C2COc3ccccc3O2)sc2c1CCN(Cc1ccccc1)C2 (stereo not drawn)	17.0%	47.5%[activator]	-2.1%	?	-4.7%	8.7%	-38.3%[inhibitor]	66.2%[activator]
O=C(NCCCN1CCOCC1)C(=O)N/N=C/c1c(Cl)cccc1Cl	-2.0%	20.7%	-0.6%	-2.4%	5.2%	5.7%	i	3.2%
CCOC(=O)[C@]12CCC=C1N(Cc1ccccc1)C(=O)[C@H](CC(=O)N1CCOCC1)C2	18.1%	21.5%	22.9%	-3.5%	-1.6%	6.9%	4.4%	4.7%
COc1ccc(C(=O)N2CCC(=O)N(C(CO)Cc3ccccc3)CC2)cc1 (stereo not drawn)	-11.3%	1.6%	-1.2%	-3.4%	-13.3%	-0.9%	i	6.3%
CN1C(=O)c2ccc(NC(=O)CCS(=O)(=O)c3ccccc3)cc2C1=O	-4.1%	-5.0%	4.7%	-3.3%	0.9%	0.3%	i	19.5%
CC1(C(=O)NCc2ccccc2Br)CCN1C(=O)C1(c2ccc(Cl)cc2)CC1 (stereo not drawn)	34.4%	-13.4%	0.0%	-7.7%	?	15.0%	-62.3%[inhibitor]	-12.7%
C#Cc1cccc(Nc2nc(NC(C)C)nc3ccsc23)c1	0.3%	-18.5%	17.4%	5.7%	-25.2%	19.7%	-15.8%	-23.8%
COc1ccc(S(=O)(=O)Nc2c(C)ccc3nsnc23)cc1OC	-39.9%	-5.8%	22.0%	-4.4%	2.9%	-8.1%	i	0.2%
O=C(CSc1nc2ccccc2[nH]1)NCc1ccc2c(c1)OCO2	nt	-18.4%	-14.0%	-8.9%	-11.2%	-2.1%	0.0%	14.0%
CC(C)NC(=O)C1CCCN(S(=O)(=O)c2ccc(-n3cnnn3)cc2)C1 (stereo not drawn)	6.1%	-13.7%	5.6%	2.1%	-4.4%	10.6%	?	-0.6%
COc1ccc2c(c1OC)C(=O)N1c3ccccc3C(=O)N(c3ccc(F)cc3)C21 (stereo not drawn)	1.0%	6.9%	-0.6%	1.2%	4.5%	11.5%	-3.6%[57.5 µM]	-9.5%[57.1 µM]
Cc1cc(NC(=O)c2ccccc2Oc2ccccc2)no1	-31.7%	4.3%	19.2%	-1.5%	-0.2%	6.3%	i	-4.3%
COC(=O)CCC(=O)Nc1ccc(S(=O)(=O)Nc2nc(C)cc(C)n2)cc1	0.4%	-15.8%	-2.0%	-8.7%	3.8%	-3.7%	i	-5.1%
O=C1NC[C@@H](CCCCN2CCN(CCc3ccc(O)cc3)C(=O)C2=O)N(CCC2CCCCC2)C1=O	5.9%	-1.3%	12.9%	8.1%	0.6%	4.9%	-16.0%	0.1%
COCCn1c(SCC(=O)NC2CCCC2)nnc1-c1ccncc1	7.6%	-8.7%	-12.0%	8.2%	-8.7%	10.9%	1.6%	7.6%
Cc1ccccc1CSc1nccn1-c1ccccc1	-10.2%	-16.2%	18.9%	-3.8%	17.0%	16.2%	11.5%[57.5 µM]	-0.2%
